High-throughput results deposited in PubChem BioAssay by National Center for Advancing Translational Sciences (NCATS).
Pf Dd2 growth: inhibitors of Plasmodium falciparum Dd2 growth | P. falciparum Dd2 growth, SYBR Green, 72 h | Potency, µM (titrated, usually from 28.9 µM), for the others: top-dose activity, negative = inhibition, usual class: inhibitors | 4.3% of 120,000 active; active means well fitted inhibition curve with a large enough effect; inconclusive means small, poorly fitted or top-dose-only effect; inactive means no such curve, though single readings can be large or run the other way;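 further: plate controls were DMSO vehicle for no effect and reference drug for full effect; nearly all actives have a fitted effect of over 65% in size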
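Infected erythrocytes (Dd2, 0.3% parasitemia, 2.5% hematocrit final) are added to compound in RPMI-1640/Albumax II medium, grown 72 h at 37C in low oxygen, then lysed with saponin/Triton-X containing SYBR Green and read by fluorescence.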
* hit, by the source's call; i = inactive; ? = inconclusive; [ ] = remark or other dose. Potency means the concentration at half of the fitted maximal effect. Not all compounds are listed; count on the stated rates, not on these rows.

SMILES | Pf Dd2 growth
COc1ccccc1C(=O)Nc1ccc2nc(SCC(=O)N3CCCc4ccccc43)sc2c1 | ?
Cc1cnn(C(C)c2nc(-c3ccc(C)nn3)no2)c1 (stereo not drawn) | -1.1%
O=C(Cn1ncc2c(=O)oc3ccccc3c21)N1CCN(c2ccc(Cl)cc2)CC1 | 20.8%
COc1ccc(C(=O)Nc2ccc(-c3nc4cc(C)ccc4o3)c(O)c2)cc1 | 48.4%[activator]
Cc1ccc2oc3c(c(=O)c2c1)C(c1ccccc1F)N(CCCN(C)C)C3=O (stereo not drawn) | i
CCCCN(C(=O)Nc1ccc(OCC)cc1)C1CCN(C(C)=O)CC1 | i
N#Cc1cccc(CN2CCOC[C@H]2c2ncc(-c3ccc(C(F)(F)F)cc3)[nH]2)c1 | ?
Cc1ccc(C(=O)N2CCC(Oc3ccc(C(=O)N4CCOCC4)cn3)CC2)cc1 | 4.2%
CCOC(=O)c1ccc(NS(=O)(=O)c2cn(C)c(C)n2)cc1 | 2.5%
COc1cc(NC(=O)c2ncn(-c3ccccc3)n2)cc(OC)c1 | ?
O=C(c1cccs1)N1CCCCCC1c1nc(C2CC2)no1 (stereo not drawn) | i
CC(=O)N(C1CC1)C1CCOC2(CCN(C(=O)Nc3ccccc3)CC2)C1 (stereo not drawn) | i
Cc1ccccc1C1C=C(c2ccc(Cl)cc2)Nc2nnnn21 (stereo not drawn) | 17.3%
CCOC(=O)N1CCN(S(=O)(=O)N2CCCC(C(=O)NCc3cccc(OC)c3)C2)CC1 (stereo not drawn) | 5.2%
COc1cccc(CNC(=O)CCCn2ncn3c(cc4occc43)c2=O)c1OC | 7.7%
CCC(=O)N1CCCc2cc(S(=O)(=O)N3CCC(C(=O)Nc4ccc(F)c(F)c4)CC3)ccc21 | -29.4%
CCC(Cn1nnc2ccccc2c1=O)NC(=O)Nc1cccc(Cl)c1 (stereo not drawn) | 21.5%
CCOC(=O)c1ccc(NC(=O)Cn2nc3c4ccccc4n(Cc4cccc(F)c4)cc-3c2=O)cc1 | ?
Cc1ccccc1Nc1sc(C(=O)c2ccccc2)c(N)c1C(=O)NCc1ccc(Cl)cc1 | ?
CCOC(=O)c1cc(S(=O)(=O)Nc2c(C)cc(C)cc2C)[nH]n1 | 5.6%
Cc1noc(C)c1CN1C[C@H]2CN(S(C)(=O)=O)C[C@@]2(C(=O)O)C1 | -5.6%
O=C(Nc1ccccc1)[C@@H]1C[C@@H](c2cccc(C(F)(F)F)c2)N(CC2CCOCC2)C1 | ?
CNC(=O)[C@@H]1CN(C(=O)c2ccc(F)cc2Cl)C[C@H]1COC | 10.4%
Cc1ccccc1NC(=O)C1CCN(C(=O)c2ccc(F)cc2)CC1 | 24.3%
CN(C)C[C@@H]1CN(c2ccncn2)C[C@H]1NC(=O)COc1ccc(F)cc1 | ?

2 consecutive records already listed, for reference:
SMILES | Pf Dd2 growth
Cc1ccccc1NC(=O)C1CCN(C(=O)c2ccc(F)cc2)CC1 | 24.3%
CN(C)C[C@@H]1CN(c2ccncn2)C[C@H]1NC(=O)COc1ccc(F)cc1 | ?

The listing picks up, repeating the seven entries before the break.
SMILES | Pf Dd2 growth
Cc1ccccc1Nc1sc(C(=O)c2ccccc2)c(N)c1C(=O)NCc1ccc(Cl)cc1 | ?
CCOC(=O)c1cc(S(=O)(=O)Nc2c(C)cc(C)cc2C)[nH]n1 | 5.6%
Cc1noc(C)c1CN1C[C@H]2CN(S(C)(=O)=O)C[C@@]2(C(=O)O)C1 | -5.6%
O=C(Nc1ccccc1)[C@@H]1C[C@@H](c2cccc(C(F)(F)F)c2)N(CC2CCOCC2)C1 | ?
CNC(=O)[C@@H]1CN(C(=O)c2ccc(F)cc2Cl)C[C@H]1COC | 10.4%
Cc1ccccc1NC(=O)C1CCN(C(=O)c2ccc(F)cc2)CC1 | 24.3%
CN(C)C[C@@H]1CN(c2ccncn2)C[C@H]1NC(=O)COc1ccc(F)cc1 | ?
CC(=O)Nc1ccc(CNC[C@H]2COCc3nc4cc(C)ccc4n32)cc1 | -9.5%[44.1 µM]
O=C(NC1CCCN(c2cc(-c3ccc(F)cc3)[nH]n2)C1)c1ccc(C(F)(F)F)cc1 (stereo not drawn) | -16.7%
CCOc1ccc(NC(=O)Cn2c(=O)oc3cc(S(=O)(=O)NC4CCCC4)ccc32)cc1 | -4.7%
O=C1NC[C@H]2CN(Cc3ccc(C(F)(F)F)cc3)CCN12 | -5.3%[44.1 µM]
Cc1ccccc1CN1C[C@@H]2[C@H](C1)N(Cc1ccccc1)C(=O)C(C)(C)[S+]2(=O)[O-] | -1.3%[44.1 µM]
CCCOc1ccc(CNC(=O)CCCN2C(=O)CSc3c2c(C)nn3-c2ccccc2)cc1 | 22.6%
O=[N+]([O-])c1cccc(-c2noc([C@@H]3Cc4nc[nH]c4CN3)n2)c1 | ?
COCC1CN(C(=O)c2sccc2C)CC12CCOCC2 (stereo not drawn) | i
Cc1cc(C(=O)N2CCC3(CC2)NCCc2c3[nH]c3ccccc23)nn1C | -1.4%
Cc1cc(C)cc(NC(=O)Cn2c(=O)n(C(C)C)c(=O)c3oc4ccccc4c32)c1 | -29.4%
O=C(Cn1cc(S(=O)(=O)c2ccc(F)cc2)c(=O)c2cc3c(cc21)OCO3)Nc1ccccc1 | 19.3%
Cc1nc(NCc2ccc(N3CCCC3=O)cc2)cc(C2CC(O)C2)n1 (stereo not drawn) | -14.9%
CCn1c(C2CCCN(C(=O)Cc3c[nH]c4ccccc34)C2)nn(C)c1=O (stereo not drawn) | 19.0%
CC1(COc2ccc3[nH]ccc3c2)COc2ccc(C(=O)NCc3ccco3)cc2N1 (stereo not drawn) | i
O=C1N[C@H](CC(=O)N2CCN(Cc3ccccc3)CC2)C(=O)Nc2ccccc21 | -13.3%
Cc1ccc(Cc2nc3ccccc3nc2SCC(=O)N2CCCCC2)cc1 | -27.8%
Cc1cccc(C(=O)N2CCCN(c3nnc4ccccn34)CC2)c1 | i
COc1ccc(OC)c(NC(=O)N2CCN(S(=O)(=O)c3ccc4c(ccn4C)c3)CC2)c1 | ?
Cc1ccccc1S(=O)(=O)N1CCCC2(C1)Nc1cccnc1NC2=NC1CCCC1 (stereo not drawn) | ?
c1cc(CN2CCOC[C@H]2c2ncc(-c3ccncc3)[nH]2)ccn1 | 21.5%[44.1 µM]
COc1ccc(Cl)cc1NC(=O)C1CCCN(c2ncnc3onc(C)c23)C1 (stereo not drawn) | ?
Cc1nn(C)c(C)c1C(C)NC(=O)CCc1ccc2c(c1)CN(C(=O)NC(C)C)CCO2 (stereo not drawn) | i
COc1ccc(NS(=O)(=O)c2ccc3[nH]c4c(c3c2)CCCCC4)cc1 | 14.4%
CCc1ccc(-n2c(C)nc3cc(C(=O)NCCc4ccccc4)ccc32)cc1 | -16.6%
CCN(C(=O)c1cnc(N2CCOCC2)c2ccccc12)c1cc(C)ccc1C | ?
Carrying on:
SMILES | Pf Dd2 growth
Cc1ncsc1CCNC(=O)c1cn(CCC2CCCCN2)nn1 (stereo not drawn) | -9.8%
O=S(=O)(c1ccc(Cl)cc1)c1nnn2c1nc(NCc1cccs1)c1sccc12 | i
O=C(Cc1ccsc1)N1CCC2(CCCN(CC3CCC3)C2=O)C1 (stereo not drawn) | -2.9%
COCCC(=O)N[C@H]1CC[C@]2(C)CC[C@@H]([C@H](C)C(=O)NCc3ccco3)[C@H](O)[C@H]2[C@@H]1C | -17.0%[44.1 µM]
Cc1ccc(Cl)cc1N1CCN(C(=O)c2cc(S(=O)(=O)N3CCCC3)cn2C)CC1 | 25.6%
COc1ccccc1C(=O)N1CCC2(CC1)CC(=O)Nc1ccccc1O2 | -13.9%
Cc1cccc(-n2ccnc2SCC(=O)Nc2cc(C(F)(F)F)ccc2Cl)c1 | 3.55µM*
N#Cc1cccc(-c2cn3c(n2)N(C(=O)c2ccccc2F)CCC3)c1 | i
O=C(c1ccccc1)N1CCN(c2nc3ncccc3o2)CC1 | i
CC(C)N1CC2CCC(C1)N2S(C)(=O)=O | 109.9%[activator][44.1 µM]
Cc1ccc(CNC(=O)C2CCN(C(=O)c3cc4c(=O)[nH]c(C)cn4n3)CC2)cc1 | -14.2%
COc1ccccc1C(=O)N1CCc2nc(C(C)C)nc(-c3ccc(O)cc3)c2C1 | ?
Cc1ccc(N2C(=O)CSC23C(=O)N(CC(=O)NCc2ccccc2)c2ccccc23)cc1 (stereo not drawn) | ?
COCCc1noc(C2Cc3ccccc3N2C(=O)Cc2ccc(OC)c(OC)c2)n1 (stereo not drawn) | 3.7%[5.79 µM]
CC(C)c1noc(-c2cccn3c(CNC(=O)c4ccc(F)c(F)c4)nnc23)n1 | i
CCN1C(=O)C2CC3(CCN(Cc4cccn4C)CC3)CN2C1=O (stereo not drawn) | ?
Cc1cc(OCC(=O)N2CCN(CCc3ccccn3)CC2)cc(C)c1Cl | ?
CCOc1cc(=O)n2c(c1C(=O)NCc1cccnc1)CCCCC2 | 98.8%[activator]
O=C(COc1ccc(-c2nnc3n2CCCC3)cc1)NCc1ccc2c(c1)OCO2 | 10µM*
CC(C)(C)OC(=O)N1CCC(c2c(C(=O)N3CCOCC3)cnn2-c2ccccc2Cl)CC1 | -16.3%
CN(C)CCN(C)[C@@H]1[C@H](O)[C@H](CO)O[C@@H]1CNC(=O)Nc1ccc(OC(F)(F)F)cc1 | 17.5%
COc1ccc(NC(=O)c2cccn2-c2nnc(N3CCCCC3)s2)c(OC)c1 | -2.1%
CCn1ncc(N2CCC(NC(=O)CN(C)C)CC2)cc1=O | i
COc1cc(OC)c(NC(=O)c2nn(C)c3c2COc2ccccc2-3)cc1Cl | 40.1%[activator]
CC(C)NC(=O)N1CCCC(c2noc(COc3ccccc3)n2)C1 (stereo not drawn) | ?
More entries follow.
SMILES | Pf Dd2 growth
Cc1ccc(CNC(=O)C(CC(C)C)NS(=O)(=O)c2ccc3c(c2)oc(=O)n3C)cc1 (stereo not drawn) | 5.6%
O=C(CS(=O)(=O)c1cccc2nsnc12)NCc1ccccc1 | 58.4%[activator]
COc1cccc(CN2CCOC[C@H](Oc3ccc(S(C)(=O)=O)cc3)C2)c1 | i
O=C(c1cccs1)N1CCCC(c2noc(COc3ccccc3F)n2)C1 (stereo not drawn) | -4.8%
Cc1ccc(CN2CCCCCCNC(=O)CC2c2ccccc2)s1 (stereo not drawn) | 8.91µM*
N#Cc1ccccc1NC(=O)C(=O)NCC(c1cccnc1)N1CCc2ccccc21 (stereo not drawn) | ?
CCc1ccc(S(=O)(=O)c2c(C(=O)c3ccccc3)cnc3ccc(CC)cc23)cc1 | ?
COc1ccc(-n2cc(CN3CCN(C)C(C)C3)c(-c3cccc(F)c3)n2)cc1 (stereo not drawn) | -14.2%
COc1ccc(-c2nccc3c(=O)cc(-c4cccnc4)oc23)cc1OC | -10.8%[44.1 µM]
CCOCCCNC(=O)CCc1cc2cc(C)ccc2[nH]c1=O | 8.0%
COc1cccc(CC(=O)N2CCC(c3n[nH]c(=O)n3-c3ccccc3)CC2)c1 | 0.9%
COC1C(=O)N(c2cccc(F)c2)C12CCN(C(=O)C1(c3ccccc3)CC1)CC2 (stereo not drawn) | i
CCCNC(=O)N(C1CCOCC1)C1CCN(C(=O)Cc2ccccc2Cl)CC1 | -3.8%
C=C[C@H]1CN2CC[C@H]1C[C@@H]2CNC(=O)Nc1ccc(OC(F)(F)F)cc1 | -22.9%[44.1 µM]
Cc1noc(C)c1-c1cc2c(cc(-c3ccccc3)n2C)c(N2CCOCC2)n1 | -23.3%[44.1 µM]
COc1ccc([C@@H](NC(=O)Cc2csc(C(C)=O)c2)C2CC(O)C2)cn1 (stereo partly drawn) | -4.5%
CCC1(O)CCC12CCN(C(=O)c1ccco1)CC2 (stereo not drawn) | -12.0%
NC(=O)[C@@H]1CN(Cc2ccco2)C[C@H]1COc1ccccc1 | ?
Cc1cc(C)cc(NC(=O)NCc2noc3ccccc23)c1 | 0.5%
CCN(CC)C(=O)c1sc2c(c1C)c(=O)n(-c1ccc(Cl)c(Cl)c1)c(=O)n2CC(=O)Nc1cccc(OC)c1 | ?
Cc1ccc(NC(=O)N(C)CC2CCOC2)c(Cl)c1 (stereo not drawn) | i[5.79 µM]
O=C1NC2(CCCN(Cc3ccncc3)C2)COc2ccccc21 (stereo not drawn) | -21.5%[44.1 µM]
CCNC(=O)N1CCC([C@H]2[C@@H](OC)C(=O)N2C(C)C)CC1 | 26.9%
O=C(CCC1CCCC1)N1CCc2c([nH]c3ccccc23)C1c1ccc(Cl)cc1 (stereo not drawn) | ?
CCOc1ccc(NC(=O)Cn2cnc3nc4c(cc3c2=O)CCCC4)cc1 | i

Fetched by structure from the entries so far, two records:
SMILES | Pf Dd2 growth
CCOCCCNC(=O)CCc1cc2cc(C)ccc2[nH]c1=O | 8.0%
N#Cc1ccccc1NC(=O)C(=O)NCC(c1cccnc1)N1CCc2ccccc21 (stereo not drawn) | ?

The listing continues:
SMILES | Pf Dd2 growth
COCCCNC(=O)CCCn1c(=O)c2cccn2c2cccnc21 | -4.9%
CN1C(=O)c2cccn2CC1C(=O)O (stereo not drawn) | 10.8%
COc1ccc(-n2c(=O)c3c(c4cc(OC)ccc4n3C)n(Cc3ccc(F)cc3Cl)c2=O)cc1 | 0.6%
O=S(=O)(c1ccc(Cl)cc1)c1nc(-c2ccccc2Br)oc1N1CCOCC1 | 7.7%
Cc1ccc(CNC(=O)c2ccc3c(c2)N(C)C2CCCCCN2C3=O)cc1C (stereo not drawn) | i
CC1Oc2ccc(NC(=O)c3c(F)cccc3F)cc2CN(Cc2cc(F)cc(F)c2)C1=O (stereo not drawn) | ?
Cc1ccc(O)c(NC(=O)c2cc(-c3ccc(F)cc3)no2)c1 | ?
CCN1CCC2(CCC1=O)CN(Cc1nc(CCOC)no1)CCN2C (stereo not drawn) | -20.3%
